Tn7 DDE FP: inhibitors of Tn7 peptide binding to human fibrin DD(E). P02675. FP displacement of FITC-Tn7 peptide from fibrin DD(E); 0% = median of compound wells per plate. inhibition, % at 8.3 µM. hit rate 0.13% among 370,000. AID 720508;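 active means inhibition above the mean of compounds falling within the control limits plus 3 SD of them, cut at about 14% in these data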;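 further: 0% = plate median of compound wells and 100% = 10 µM Aha-Tn7 peptide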
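Test system: human clot-derived fibrin DD(E) complex / Quantity: 2 µM final DD(E) protein / Incubation: 10 min plus 3 h, room temperature / Measured by: fluorescence polarization / Benchmarks: high control of 10 µM Aha-Tn7 peptide / Replicates: singlicate testing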
PLCg1 inh: inhibitors of human phospholipase C gamma1; P19174; purified PLC-gamma1, fluorogenic substrate, fluorescence; inhibition, % at 12.2 µM; hit rate 0.84% among 370,000; AID 720700; in the data active means inhibition above about 9.5%
Tn6 DDE FP: disrupts Tn6 cyclic peptide binding to fibrin D-Dimer-E complex | P02675 | inhibition, % at 8.3 µM | Fibrin DD(E) TRITC-Tn6 fluorescence polarization displacement | hit rate 0.21% among 370,000;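 active means inhibition above a per-campaign cutoff: mean of compounds within control limits plus 3 SD, cut at about 15% in these data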;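 further: 0% = median of all compound wells on the plate and 100% = blocking peptide control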
ADAM17 inh: inhibitors of human ADAM17; P78536; hit rate 0.83% among 370,000; inhibition, % at 6.95 µM; recombinant ADAM17, EDANS/DABCYL FRET peptide cleavage;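 active means inhibition above the mean of compounds lying between control limits plus 3 SD, set per campaign, cut at about 8.5% in these data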;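 further: 0% = DMSO-only wells as the low control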
SIAE primary: blocks human sialic acid acetylesterase; Q9HAT2; SIAE FP-Rh probe binding, fluorescence polarization; inhibition, % at 9.66 µM; AID 1053197; hit rate 0.69% among 370,000;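 active means inhibition above a cutoff: mean of compounds within the control limits plus 3 SD of those, cut at about 17% in these data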;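 further: 0% = plate median of compound wells and 100% = probe without SIAE protein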
PLC-beta3 inh: inhibitors of human phospholipase C beta3 | Q01970 | Purified PLC-beta3, fluorogenic substrate, fluorescence | inhibition, % at 12.2 µM | hit rate 0.18% among 370,000 | AID 720704; in the data active means inhibition above about 11%;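 further: 0% = median of compound wells on plate and 100% = full blocker control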
ASAP1 GAP inh: blocks human ASAP1-stimulated Arf1 GTP hydrolysis; AID 624377; hit rate 0.19% among 360,000; GDP FP detection; inhibition, % at 16.5 µM; in the data active means inhibition above about 25%;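 further: 0% = vehicle with enzyme and substrate and 100% = no enzyme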
Target sequence (Q9ULH1 325-724 limits assumed): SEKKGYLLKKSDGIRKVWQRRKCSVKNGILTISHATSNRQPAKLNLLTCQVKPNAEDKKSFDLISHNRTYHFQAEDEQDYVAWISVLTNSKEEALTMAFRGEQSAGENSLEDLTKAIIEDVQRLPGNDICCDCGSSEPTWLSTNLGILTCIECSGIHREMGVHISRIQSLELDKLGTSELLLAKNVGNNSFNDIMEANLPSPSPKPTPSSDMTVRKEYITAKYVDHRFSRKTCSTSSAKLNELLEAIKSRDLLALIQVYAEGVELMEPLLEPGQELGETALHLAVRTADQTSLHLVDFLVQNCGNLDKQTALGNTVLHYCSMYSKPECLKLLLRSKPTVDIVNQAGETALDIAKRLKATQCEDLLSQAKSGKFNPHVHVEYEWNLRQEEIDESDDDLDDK
ADAM10 inh: inhibits human ADAM10; O14672; recombinant ADAM10, EDANS/DABCYL FRET peptide cleavage, 3 h; inhibition, % at 7 µM; hit rate 0.62% among 370,000; AID 720582;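 active means inhibition above a per-campaign cutoff equal to the mean of compounds falling between control-based bounds plus 3 SD, cut at about 20% in these data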;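 further: 0% = DMSO wells while the 100% control is not disclosed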
Target sequence (O14672 214-748 limits assumed): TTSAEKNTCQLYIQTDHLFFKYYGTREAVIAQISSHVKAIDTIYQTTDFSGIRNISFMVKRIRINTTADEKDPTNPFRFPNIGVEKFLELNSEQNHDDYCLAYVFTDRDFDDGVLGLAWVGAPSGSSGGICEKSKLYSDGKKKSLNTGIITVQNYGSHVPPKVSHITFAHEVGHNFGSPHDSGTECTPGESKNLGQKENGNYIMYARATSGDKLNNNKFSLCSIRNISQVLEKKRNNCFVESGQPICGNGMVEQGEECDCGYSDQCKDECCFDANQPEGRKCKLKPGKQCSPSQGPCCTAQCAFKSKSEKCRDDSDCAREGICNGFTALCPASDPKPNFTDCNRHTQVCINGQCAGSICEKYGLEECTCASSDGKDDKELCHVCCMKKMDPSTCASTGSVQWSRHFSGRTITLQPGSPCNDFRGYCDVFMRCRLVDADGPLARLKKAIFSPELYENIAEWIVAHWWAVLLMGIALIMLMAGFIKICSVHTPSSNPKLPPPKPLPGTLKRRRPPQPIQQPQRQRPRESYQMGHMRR
TDP2 inh: TDP2 (human) inhibition, absorbance primary screen; O95551; recombinant TDP2, T5PNP hydrolysis, p-nitrophenol absorbance 415 nm; inhibition, % at 12.8 µM; hit rate 0.34% among 370,000; AID 720702;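 active means inhibition above the mean of all tested compounds plus 3 SD, set per campaign, cut at about 25% in these data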;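 further: 0% = DMSO with enzyme and 100% = buffer with substrate but no TDP2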
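Assay system: Recombinant human TDP2 | Quantity: 120 nM TDP2 per well | Incubation: 2 h at 37 °C | Signal: Epi absorbance | Evaluation: Percent inhibition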
ARFGAP1 inhibitor: inhibits rat ARF GTPase activating protein 1 | Q62848 | Arfgap1-stimulated ARF1 GTP hydrolysis, GDP FP detection | inhibition, % at 16.5 µM | hit rate 0.26% among 360,000;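 active means inhibition above a per-plate limit, mean inhibition of low control wells plus 3 SD, cut at about 25% in these data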;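 further: 0% = DMSO wells with enzyme and 100% = wells lacking Arfgap1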
Target sequence (Q62848 1-136 limits assumed): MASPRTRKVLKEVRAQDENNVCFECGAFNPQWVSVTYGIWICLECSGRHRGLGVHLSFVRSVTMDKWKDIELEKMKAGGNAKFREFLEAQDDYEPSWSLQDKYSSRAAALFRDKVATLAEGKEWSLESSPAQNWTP
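System: truncated rat Arfgap1 GAP domain / Medium: HEPES-based buffer, pH 7.5 / Also added: N-terminally truncated human ARF1-GTP substrate / Incubation: enzyme reaction 120 min at 25 °C after 20 min preincubation / Measured by: FP of antibody-bound GDP Alexa 633 tracer, ex 620/em 688 nm / Replicates: singlicate, each compound tested once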
* hit, by the source's call.

COc1ccccc1C(=O)Nc1ccccc1C(=O)N1C(C)CCCC1C (stereo not drawn) was read as Tn7 DDE FP -6.7, PLCg1 inh 2.3, Tn6 DDE FP -1.5, ADAM17 inh -2.8, SIAE primary -1.9, PLC-beta3 inh -0.1, ASAP1 GAP inh -1.1, ADAM10 inh -4.7, TDP2 inh -14.5 and ARFGAP1 inhibitor -6.7.
Screening O=C(CSc1ncnc2ccccc12)NCc1ccc2c(c1)OCO2 returned Tn7 DDE FP 2.3, PLCg1 inh -0.5, Tn6 DDE FP 3.3, ADAM17 inh -3.1, SIAE primary -4.9, PLC-beta3 inh 1.2, ASAP1 GAP inh 0.5, ADAM10 inh 3.0, TDP2 inh -5.9 and ARFGAP1 inhibitor -9.6.
Screening Cc1nc(C)c(-c2ccc(SCc3ccc([N+](=O)[O-])cc3)nn2)s1 returned Tn7 DDE FP -3.1, PLCg1 inh 2.8, Tn6 DDE FP -7.5, ADAM17 inh 4.1, SIAE primary 1.5, PLC-beta3 inh -1.6, ASAP1 GAP inh -3.6, ADAM10 inh 4.6, TDP2 inh 1.1 and ARFGAP1 inhibitor 2.8.
Screening COc1ccccc1OCCCCN1CCN(C(c2ccccc2)c2ccccc2)CC1 returned Tn7 DDE FP 0.2, PLCg1 inh 1.9, Tn6 DDE FP 6.3, ADAM17 inh -1.6, SIAE primary 2.1, PLC-beta3 inh -3.2, ASAP1 GAP inh -13.6, ADAM10 inh -3.3, TDP2 inh -1.3 and ARFGAP1 inhibitor 16.4.
For CC(C)C(=O)Nc1ccc(NC(=O)c2ccccc2Cl)nc1 the results were Tn7 DDE FP -7.9, PLCg1 inh 0.8, Tn6 DDE FP -7.4, ADAM17 inh -3.6, SIAE primary -3.3, PLC-beta3 inh 0.7, ASAP1 GAP inh -11.2, ADAM10 inh 0.5, TDP2 inh 5.5 and ARFGAP1 inhibitor 1.2.
For CC(C)c1ccc(NC(=O)Cn2nnc(C(=O)NCc3ccco3)c2N)cc1 the results were Tn7 DDE FP 4.8, PLCg1 inh -1.6, Tn6 DDE FP -2.2, ADAM17 inh -1.9, SIAE primary -3.6, PLC-beta3 inh -6.8, ASAP1 GAP inh -3.1, ADAM10 inh 0.3, TDP2 inh 9.6 and ARFGAP1 inhibitor 0.6.
For Cc1cc(C(=O)OCC(N)=O)c(C)n1-c1ccccc1 the results were Tn7 DDE FP 0.3, PLCg1 inh 0.1, Tn6 DDE FP 5.6, ADAM17 inh -4.8, SIAE primary 10.1, PLC-beta3 inh -5.9, ASAP1 GAP inh 0.0, ADAM10 inh -3.5, TDP2 inh 4.6 and ARFGAP1 inhibitor 11.8.
`COc1ccccc1CNC(=O)C1CCC(CNC(=O)[C@@H]2Cc3ccccc3CN2)CC1` (stereo partly drawn) gave Tn7 DDE FP 6.5, PLCg1 inh -0.5, Tn6 DDE FP 2.6, ADAM17 inh -2.2, SIAE primary 3.8, PLC-beta3 inh -51.6, ASAP1 GAP inh -1.8, ADAM10 inh -12.0, TDP2 inh 3.6 and ARFGAP1 inhibitor -12.6.
Screening CCOC(=O)CSc1nnc(NC(=O)CN2CCN(C=O)CC2)s1 returned Tn7 DDE FP 2.0, PLCg1 inh -2.0, Tn6 DDE FP 9.9, ADAM17 inh -6.5, SIAE primary -3.1, PLC-beta3 inh -5.8, ASAP1 GAP inh 1.7, ADAM10 inh 2.8, TDP2 inh -7.0 and ARFGAP1 inhibitor -0.2.
CCOc1cc(/C=C2/NC(=O)N(CC(=O)OC)C2=O)ccc1O was read as Tn7 DDE FP -1.2, PLCg1 inh -20.0, Tn6 DDE FP 1.2, ADAM17 inh -3.3, SIAE primary 5.8, PLC-beta3 inh -24.7, ASAP1 GAP inh -1.3, ADAM10 inh -9.5, TDP2 inh 13.7 and ARFGAP1 inhibitor -13.0.
For Cc1c(C(=O)O)cccc1-c1ccc(/C=C2/NC(=O)N(c3ccccc3)C2=O)o1 the results were Tn7 DDE FP -1.5, PLCg1 inh -75.4, Tn6 DDE FP 4.2, ADAM17 inh -6.8, SIAE primary -3.0, PLC-beta3 inh -104.6, ASAP1 GAP inh 7.3, ADAM10 inh -35.9, TDP2 inh -10.0 and ARFGAP1 inhibitor -1.8.
CN(C)CCN(C(=O)CCc1ccccc1)c1nc2c(F)cc(F)cc2s1 was read as Tn7 DDE FP -4.8, PLCg1 inh 0.2, Tn6 DDE FP 6.8, ADAM17 inh -3.2, SIAE primary -0.8, PLC-beta3 inh -4.8, ASAP1 GAP inh 0.6, ADAM10 inh 8.8, TDP2 inh 2.3 and ARFGAP1 inhibitor -3.4.

Brought forward from above: 2 entries, then new ones.
For Cc1c(C(=O)O)cccc1-c1ccc(/C=C2/NC(=O)N(c3ccccc3)C2=O)o1 the results were Tn7 DDE FP -1.5, PLCg1 inh -75.4, Tn6 DDE FP 4.2, ADAM17 inh -6.8, SIAE primary -3.0, PLC-beta3 inh -104.6, ASAP1 GAP inh 7.3, ADAM10 inh -35.9, TDP2 inh -10.0 and ARFGAP1 inhibitor -1.8.
CN(C)CCN(C(=O)CCc1ccccc1)c1nc2c(F)cc(F)cc2s1 was read as Tn7 DDE FP -4.8, PLCg1 inh 0.2, Tn6 DDE FP 6.8, ADAM17 inh -3.2, SIAE primary -0.8, PLC-beta3 inh -4.8, ASAP1 GAP inh 0.6, ADAM10 inh 8.8, TDP2 inh 2.3 and ARFGAP1 inhibitor -3.4.
Screening Cc1ccnc(NC(=O)CNC(=O)c2ccco2)c1 returned Tn7 DDE FP 4.4, PLCg1 inh -0.8, Tn6 DDE FP 3.3, ADAM17 inh 0.7, SIAE primary -0.5, PLC-beta3 inh -9.0, ASAP1 GAP inh -8.0, ADAM10 inh -4.2, TDP2 inh 6.2 and ARFGAP1 inhibitor 4.5.
Screening CCCC(=O)C1=C(N2CCCC2)CC(C)(C)C(C(=O)OC)C1=O (stereo not drawn) returned Tn7 DDE FP 0.9, PLCg1 inh -5.2, Tn6 DDE FP -5.2, ADAM17 inh -1.4, SIAE primary 8.0, PLC-beta3 inh -4.0, ASAP1 GAP inh -0.3, ADAM10 inh 5.6, TDP2 inh 12.9 and ARFGAP1 inhibitor 3.3.
COCCN(CCOC)C(=O)[C@H](CCc1ccccc1)NC(=O)[C@H]1O[C@@H](n2cnc3c(N)ncnc32)[C@H](O)[C@@H]1O was read as Tn7 DDE FP -5.4, PLCg1 inh 1.2, Tn6 DDE FP -1.0, ADAM17 inh -5.7, SIAE primary -2.4, PLC-beta3 inh 0.8, ASAP1 GAP inh 8.1, ADAM10 inh -12.1, TDP2 inh -1.1 and ARFGAP1 inhibitor 3.2.
Screening Cc1ccc(C2=NOC(c3nnc(-c4ccccc4)o3)C2)cc1 (stereo not drawn) returned Tn7 DDE FP -7.6, PLCg1 inh -2.4, Tn6 DDE FP -1.4, ADAM17 inh -2.3, SIAE primary 0.9, PLC-beta3 inh -1.3, ASAP1 GAP inh 6.1, ADAM10 inh 0.5, TDP2 inh 6.7 and ARFGAP1 inhibitor 2.0.
Screening CCSc1nc2ccccc2n1C(=O)Oc1ccccc1 returned Tn7 DDE FP -4.2, PLCg1 inh -0.7, Tn6 DDE FP 7.2, ADAM17 inh -3.0, SIAE primary -5.3, PLC-beta3 inh -0.2, ASAP1 GAP inh -4.7, ADAM10 inh -6.5, TDP2 inh 4.7 and ARFGAP1 inhibitor 2.1.
Screening Cc1cc(NCCCN)nc(-c2ccccc2O)n1 returned Tn7 DDE FP 1.9, PLCg1 inh -167.3, Tn6 DDE FP -11.5, ADAM17 inh -20.2, SIAE primary 4.0, PLC-beta3 inh -200.3, ASAP1 GAP inh -8.4, ADAM10 inh -44.6, TDP2 inh 1.9 and ARFGAP1 inhibitor 11.3.
For COc1c(C)cc(C(=O)C2CCCN(C(=O)c3ccc4[nH]ccc4c3)C2)cc1C (stereo not drawn) the results were Tn7 DDE FP -1.0, PLCg1 inh 6.6, Tn6 DDE FP -0.8, ADAM17 inh 3.8, SIAE primary -6.2, PLC-beta3 inh -10.6, ASAP1 GAP inh -10.8, ADAM10 inh 2.1, TDP2 inh -23.2 and ARFGAP1 inhibitor 1.4.
COc1ccccc1C(=O)N/C(=C\c1cn(S(=O)(=O)N(C)C)c2ccccc12)C(=O)N1CCCCC1 was read as Tn7 DDE FP -4.1, PLCg1 inh -1.6, Tn6 DDE FP -4.6, ADAM17 inh -3.6, SIAE primary 1.6, PLC-beta3 inh -5.4, ASAP1 GAP inh -1.8, ADAM10 inh 0.7, TDP2 inh 10.3 and ARFGAP1 inhibitor -4.4.
Cc1oc(-c2cccc(Cl)c2)nc1CN1CCC(C(=O)N2CCN(c3ccccc3F)CC2)CC1 was read as Tn7 DDE FP 0.6, PLCg1 inh -0.4, Tn6 DDE FP 0.8, ADAM17 inh -1.3, SIAE primary -12.3, PLC-beta3 inh 2.0, ASAP1 GAP inh 0.8, ADAM10 inh 9.6, TDP2 inh -6.7 and ARFGAP1 inhibitor -15.8.
CCc1ccc(NC(=O)CCC(=O)c2ccccc2)cc1 was read as Tn7 DDE FP 1.5, PLCg1 inh 1.1, Tn6 DDE FP 1.6, ADAM17 inh -1.6, SIAE primary -2.5, PLC-beta3 inh -0.6, ASAP1 GAP inh -1.7, ADAM10 inh 2.9, TDP2 inh 15.2 and ARFGAP1 inhibitor -2.1.
`Cc1c(NC(=S)NC(=O)c2cc3ccccc3o2)c(=O)n(-c2ccccc2)n1C` gave Tn7 DDE FP -2.9, PLCg1 inh 4.7, Tn6 DDE FP 6.7, ADAM17 inh 5.8, SIAE primary -0.8, PLC-beta3 inh 5.3, ASAP1 GAP inh 2.4, ADAM10 inh 8.2, TDP2 inh 2.7 and ARFGAP1 inhibitor 4.3.
Cc1ccc(N2C(=O)CSC2c2cccnc2)c(Cl)c1 (stereo not drawn) was read as Tn7 DDE FP 2.0, PLCg1 inh -0.5, Tn6 DDE FP -5.6, ADAM17 inh -2.9, SIAE primary 2.4, PLC-beta3 inh -8.6, ASAP1 GAP inh -12.2, ADAM10 inh 3.6, TDP2 inh -2.3 and ARFGAP1 inhibitor -2.8.
Screening Cc1nc2scc(C)n2c(=O)c1S(=O)(=O)NCc1ccccc1 returned Tn7 DDE FP -1.9, PLCg1 inh -15.9, Tn6 DDE FP 6.6, ADAM17 inh -38.9, SIAE primary -0.9, PLC-beta3 inh -25.5, ASAP1 GAP inh -7.0, ADAM10 inh -144.3, TDP2 inh -1.0 and ARFGAP1 inhibitor 4.6.
O=C(c1ccc(Cl)cc1)C1CCN(C(=O)c2ccccc2F)CC1 was read as Tn7 DDE FP -8.2, PLCg1 inh -1.3, Tn6 DDE FP 0.5, ADAM17 inh -4.8, SIAE primary -0.3, PLC-beta3 inh -5.1, ASAP1 GAP inh 2.9, ADAM10 inh -0.5, TDP2 inh 0.5 and ARFGAP1 inhibitor -4.3.
Screening CCCC1CCC(=NNS(=O)(=O)c2ccc(C)c([N+](=O)[O-])c2)CC1 (stereo not drawn) returned Tn7 DDE FP -2.8, PLCg1 inh 1.1, Tn6 DDE FP -1.9, ADAM17 inh -4.1, SIAE primary -4.5, PLC-beta3 inh 0.2, ASAP1 GAP inh 2.6, ADAM10 inh 4.3, TDP2 inh 4.3 and ARFGAP1 inhibitor -0.4.

Compound activity (PubChem BioAssay)
